Assay outcomes from PubChem BioAssay.
12-LOX inh: inhibitors of human 12S-lipoxygenase ALOX12; P18054; purified 12hLO, xylenol orange hydroperoxide absorbance; Potency, µM (top dose mostly 108 µM), without a hit: at the top dose activity change, negative = inhibition, hits mostly inhibitors; 1.1% of 580,000 active; active = well fitted inhibition curve with a large enough effect; inconclusive = small, poorly fitted or top-dose-only effect, or another doubt; inactive = no such curve, though single readings can be large or run the other way
Target sequence (P18054 whole entry, looked up): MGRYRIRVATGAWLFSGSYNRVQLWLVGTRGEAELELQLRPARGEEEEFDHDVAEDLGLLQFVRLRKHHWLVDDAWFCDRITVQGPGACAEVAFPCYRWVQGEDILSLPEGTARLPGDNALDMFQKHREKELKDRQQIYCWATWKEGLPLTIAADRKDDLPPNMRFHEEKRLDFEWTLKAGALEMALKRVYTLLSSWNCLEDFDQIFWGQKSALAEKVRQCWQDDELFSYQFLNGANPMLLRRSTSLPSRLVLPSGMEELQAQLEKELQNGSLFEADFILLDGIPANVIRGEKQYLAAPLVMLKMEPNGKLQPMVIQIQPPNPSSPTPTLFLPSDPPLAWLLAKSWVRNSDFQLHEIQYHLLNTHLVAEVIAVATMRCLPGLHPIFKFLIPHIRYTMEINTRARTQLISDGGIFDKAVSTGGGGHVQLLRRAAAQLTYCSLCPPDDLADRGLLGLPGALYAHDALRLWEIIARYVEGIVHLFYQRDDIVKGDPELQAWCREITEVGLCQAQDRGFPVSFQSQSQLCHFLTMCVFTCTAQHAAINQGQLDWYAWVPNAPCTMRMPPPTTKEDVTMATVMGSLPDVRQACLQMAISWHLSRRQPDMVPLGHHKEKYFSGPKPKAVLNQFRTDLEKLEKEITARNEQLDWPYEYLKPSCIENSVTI
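Purified human 12hLO (150 nM final) in 25 mM Hepes, 0.01% Triton X-100, pH 7.0 was preincubated 15 min at room temperature with compound. Then 40 uM arachidonic acid was added, 30 min. Hydroperoxide was read by Fe-XO absorbance ratio 573/405 nm.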
The depositor's hits bear a star; ? = inconclusive; [ ] = another dose, or the depositor's remark. % is scaled to controls: 0 for no effect and ±100 for the full control effect; potency is read from the fitted curve at half-maximal effect. A portion of the library. The share of hits here may be higher or lower than overall.

Compound,12-LOX inh
CCOC(=O)CCCNC(=O)COC(=O)c1cc(-c2cccs2)nc2ccccc12,-25%
COc1ccc(CN2Cc3[nH]nc(-c4cccc(OC)c4OC)c3CC2=O)cc1,-7%[176 µM]
Cc1ccc(C)c(N2CCN(C(=O)c3ccc4c(c3)nc3n4CCCC3)CC2)c1,31%[activator]
CCn1nc(C(=O)OC(C)C(=O)Nc2ccc(N3CCOCC3)cc2)c2ccccc2c1=O (stereo not drawn),1%
NCc1ccc(C(F)(F)F)cc1,-19%
Cc1ccc(NC(=O)Cn2c(N3CCc4ccccc4C3)nc(C)cc2=O)c(C)c1,27%
COc1ccccc1N1CCN(C(=O)C[C@@H]2C[C@@H](C(C)C)[C@H](CO)C=C2C)CC1,25%[176 µM]
O=C(O)/C(=C\c1ccc(F)cc1)NC(=O)c1ccco1,?
CNCC#CCOc1c(C)cc(C)cc1C,-5%
O=C([C@@H]1C[C@H](F)CN1C(=O)c1ccco1)N1CCCCC1,-3%
N#C/C(=C\c1ccc(-c2ccc(Br)cc2)o1)C(=O)c1ccccc1,?
COc1cccc(CNC(=O)Cn2c(N(C)Cc3ccccc3)nc(C)cc2=O)c1OC,-3%
COc1ccc(Cn2c(C3CCN(C(=O)c4cccc(C)c4)CC3)n[nH]c2=O)cc1,-9%
COc1ccc(-c2noc(CC3CCN(C(=O)Cc4cccc(C)c4)CC3)n2)cc1,?
COc1ccc(-c2c(C)c3c(C)cc(OC(C)=O)cc3oc2=O)cc1,-18%
Cn1c(=O)c2c(ncn2Cc2ccc(Br)cc2)n(C)c1=O,?
CCCc1noc(CN2CCN(C(=O)N3CCCCC3)CC2)n1,2%
CC(C)(C)n1ccc(C(=O)N2CCN(c3cccc(Cl)c3)C(=O)C2)c1,6%
COC(=O)[C@]12C[C@H](CC(=O)N3CCCC3)C(=O)N(Cc3ccc4c(c3)OCO4)C1=C[C@H](C(C)(C)C)O[C@@H]2C,-7%
Cc1cccc(CNC(=O)NCC2CCN(Cc3ccncc3)C2)c1 (stereo not drawn),2%
CNC(=O)N1CCC(C2CCN(C(=O)c3ccc4ncccc4c3)C2)CC1 (stereo not drawn),12%
CC(C)CN1C(=O)CO[C@H](c2ccc(NC(=O)c3ccc4c(c3)OCO4)cc2)[C@H]1CO,25%[176 µM]
CCCOc1ccc2ccccc2c1/C=C(/C#N)c1nc2ccccc2[nH]1,?
CCCOc1ccc(CNc2ccc(Oc3ccccc3)cc2)cc1,?
CN(CC(=O)NC(=O)NCC(F)(F)F)CC(F)(F)F,-6%
CN1CCCCC(NC(=O)c2ccc(Cl)cc2Cl)C1=O (stereo not drawn),0%
CC1=C[C@@H](CNC(C)C)[C@H](C(C)C)C[C@H]1Cc1nnc(-c2ccc(N(C)C)cc2)o1,49%[activator][176 µM]
COc1ccc(S(=O)(=O)N2C[C@@H](Oc3cccnc3)C[C@@H]2C(=O)N2CCOCC2)cc1,-1%
C[C@H](CO)N1C[C@H](C)[C@H](CN(C)C(=O)Nc2cccc(F)c2)OCc2cnnn2CCCC1=O,?
CCN1CCN(c2oc(-c3cccs3)nc2C#N)CC1,-19%
COc1ccc(-n2nc(C3CCN(Cc4cccn4C)CC3)[nH]c2=O)cc1,51%[activator]
C1CNCC(Cc2nc(C3CCOCC3)no2)C1 (stereo not drawn),48%[activator]
CCOc1c(CNc2ccc(N3CCOCC3)c(C(=O)O)c2)cccc1OC,25%
Cc1nn(-c2ccccc2)nc1C(=O)N[C@H](C)c1onc(C)c1C(=O)O,2%[176 µM]
O=C(O)C[C@@H]1CCN(C(=O)Nc2ccc(C(F)(F)F)cc2)C[C@@H]1CCN1CCN(c2ccccn2)CC1,-4%
Cc1ccc(/C=C/C(=O)c2c(C)nc3ccc(Br)cc3c2-c2ccccc2)o1,?
CS(=O)(=O)c1ccccc1C(=O)OCc1cccc(F)c1F,-60%
CC(=O)Nc1ccc(C(=O)N2CCN(c3cc(-c4ccc(F)cc4)[nH]n3)CC2)cc1,17%
COc1ccc(CNC2(Cc3cc(-c4ccccc4)on3)COC2)cc1,27%[176 µM]
CCc1cc(N2CCC(NCCc3cccc(Cl)c3)CC2)nc(C)n1,32%[activator]
CC(C)NC(=O)N1CCN(c2cccc(C=O)c2)C(=O)C1,5%[12.5 µM]
Cc1ccccc1CNC(=O)CC1CCCN(c2cnn(CC3CC3)c(=O)c2)C1 (stereo not drawn),27%
O=C(NC1CC1)c1ccc2ccccc2n1,-47%
Cc1ccc2[nH]c(C(=O)NCc3ccccc3)cc2c1,?
CNC(=O)[C@@H]1CN(C(=O)c2n[nH]c3ccccc23)C[C@H]1COC,-10%
CN1CCN(C(=O)N2CCC(c3nccn3CC3CC3)CC2)CC1,100%[activator]
C=CCNC(=O)c1cnn2c1CN(C(=O)c1ccccc1F)CC2,12%[6.33 µM]
CCC1Oc2ccc(NC(=O)c3ccc([N+](=O)[O-])cc3)cc2CN(Cc2ccccc2)C1=O (stereo not drawn),11%
CN(C)CCCNC/C=C/c1ccccc1,-20%
Cc1ccc(NC(=O)C2CCN(c3cnc4ccccc4n3)CC2)cc1Cl,?
CC1CCC(=NNC(=S)NC2CCCCC2)CC1 (stereo not drawn),?
CNC(=O)[C@@H]1CN(C(=O)c2c(F)cccc2F)C[C@H]1C1CCN(C)CC1,25%
Cc1[nH]c2ccccc2c1CC(=O)Nc1ccc(N(C)c2cccnc2)c(-c2ccc(F)c(F)c2)c1,-26%
CC(Sc1nc(-c2ccccc2)c(-c2ccccc2)o1)C(=O)NC(N)=O (stereo not drawn),?
S=c1[nH]nc(CCCOc2ccc(Cl)cc2Cl)n1CC1CCCO1 (stereo not drawn),?
CCOc1ccccc1NC(=O)CN1C(=O)NC(c2ccc(Cl)cc2)C2=C1COC2=O (stereo not drawn),-4%
CCCc1cc(=O)[nH]c(SCC(=O)NC2CCCC2)n1,?
Clc1cc(Cl)cc(NC2CNC2)c1,-2%[12.5 µM]
FC(F)(F)c1ccccc1CNCc1ccccc1Cl,?
O=C1OCCN1CCNc1ccc(-c2nc(-c3ccccc3F)no2)cn1,8%

(list continues)
Compound,12-LOX inh
COc1ccccc1CCn1cnc(-c2ccccc2)c1CC(C)C,?
Cc1cc(C)c(NC(=O)COc2ncnc3ccccc23)c(C)c1,-1%
O=C1NCCCC1C(=O)N1CCC2(CC1)Nc1ccccc1NC2=O (stereo not drawn),37%[activator]
COc1ccc(NC(=O)N2CCC3(CC2)CC(OC)CCO3)cc1 (stereo not drawn),35%[activator]
CCc1noc(-c2cccn3c(CNC(=O)Cc4ccc(F)cc4)nnc23)n1,93%[activator]
Cc1ccc2nc(/C(C#N)=C/c3ccc(OCc4ccc(Cl)cc4Cl)cc3)[nH]c2c1,-10%
c1cc2c(cc1-c1noc(-c3nc(-c4ccc5c(c4)OCO5)no3)n1)OCO2,37%[activator]
CN(C)CCN1CC2(CCCN(C(=O)CCc3cc(=O)[nH]o3)C2)CCC1=O (stereo not drawn),?
COCCc1noc(CN(C)c2cc(C3CC(O)C3)nc(C)n2)n1 (stereo not drawn),85%[activator]
Cc1cn2nc(C(=O)NC3CCCC3)cc2c(N2CCCC2)n1,?
O=CN1CCN(C(C(=O)O)c2c[nH]c3ccc(NC(=O)c4ccccc4)cc23)CC1 (stereo not drawn),?
CC(C)[C@H](NC(=O)[C@H](C(C)C)n1nnc2ccccc2c1=O)C(=O)O,?
CCCC(C)NC(=O)c1ccccc1-c1ncc(-c2ccccc2F)o1 (stereo not drawn),5%
Cc1nnc2c3cnn(-c4ccccc4)c3ncn12,7%
Cc1ccccc1-c1nn2c(=O)cc(N3CCN(S(=O)(=O)c4ccc(F)cc4)CC3)nc2s1,7%
CCOc1ccc(-c2noc(-c3nnn(-c4cccc(Cl)c4C)c3N)n2)cc1,2%
CCn1c(C2CCCN(C(=O)Nc3ccc4c(c3)OCCO4)C2)nn(C)c1=O (stereo not drawn),-10%
Cc1ccc2c(Cl)cc(Cl)c(OCC(=O)NC(=O)NC(C)(C)C)c2n1,4%
COc1cc(-c2cc3c(nc2-c2ccccc2)nc(C(=O)NC2CCN(C)CC2)n3C)ccn1,-6%
CNc1nc(-c2sc3ccccc3c2C)cs1,?
CC1(C)[C@H](Cc2cc(CCO)on2)C[C@@H]1NC1CCCCC1,-3%[176 µM]
CS(=O)(=O)N1CCCCC1C(=O)NC1CCCCCCC1 (stereo not drawn),0%
O=C1CC(c2nc(-c3cn4ccccc4n3)no2)CN1Cc1cccnc1 (stereo not drawn),84%[activator]
COc1cc(OC)c(OC)cc1/C=C1\Oc2cc(OC(=O)c3ccc(C(C)(C)C)cc3)ccc2C1=O,-6%
CC(C)NC(=O)NC1CC2(CCN(C(=O)c3ccccc3)CC2)c2ccccc21 (stereo not drawn),1%[6.33 µM]
CCOc1ccccc1C(=O)Nc1ccc(OC)c2ncccc12,?
COc1cc(OC)c(NC(=O)CSc2nncn3c2cc2oc(C)cc23)cc1Cl,-27%
CCN(CC)S(=O)(=O)c1cccc(C(=O)OCc2nc3ccccc3nc2C)c1,18%
CC(=O)C1=C(O)C(=O)NC1c1ccc(F)cc1 (stereo not drawn),?
N#CC1=C(N)N(c2ccccc2)C2=C(C(=O)OC2)C12C(=O)N(Cc1ccccc1)c1ccccc12 (stereo not drawn),-4%
CCCC(=O)Nc1oc2c(C)cccc2c(=O)c1-c1ccccc1,31%[activator]
Cc1c(C)c2cc(Cl)c(OC(C)C(=O)NCc3ccccn3)cc2oc1=O (stereo not drawn),10%
Cc1ccc(CN2CC3(Cc4ccccc4C(=O)N3)C2)cc1,?
COc1cccc(CN2CCCOCCNC(=O)CC2)c1OC,50%[activator]
O=C(O)c1cnc(N2CCCCC2)nc1-c1ccncc1,33%
O=C1C(=C2SCCS2)CCc2ccccc21,?
COc1cc(CN(C(=O)C2CCC2)[C@H]2CCCCNC2=O)ccc1OCCc1scnc1C,64%[activator]
COC[C@@H]1CN(Cc2ccccn2)C[C@H]1C(=O)NC1CC1,89%[activator]
Cc1cc(C(F)(F)F)nc(CCNC(=O)c2cn(CCCc3ccccc3)nn2)n1,13%
O=C1NCCN1C1CCN(Cc2ccsc2)CC1,2%[12.5 µM]
CCN(CC)C(=O)CCc1c(C)nn(-c2ccccc2C)c1Oc1ccccc1,6%
COc1ccc(CN2CC(Oc3ccc(F)c(C)c3)C2)cc1,45%[activator][176 µM]
CC1(c2ccccc2)N(Cc2ncccn2)C(=O)OC12CCN(Cc1cccc(O)c1)CC2 (stereo not drawn),27%
Cc1cc2ncc(C(=O)NCCc3ccccc3F)cn2n1,29%[176 µM]
O=C(Nc1nc(-c2ccccc2Cl)cs1)c1ccc(Cl)c(N2CCCC2=O)c1,6%
O=c1cc(CCl)c2ccc3ccccc3c2o1,?
COc1cccc(C2Cn3nnc(-c4nc(-c5cccc(Cl)c5)no4)c3CO2)c1 (stereo not drawn),35%[activator]
CN(Cc1ccco1)C(=O)c1ccc(-c2ccc(N3CCCCCC3)nc2)cc1,-29%
O=C(c1cn(-c2ccccc2)nc1-c1cccnc1)N1CCN(c2ccc(F)cc2)CC1,18%
COc1cc2c(cc1OC)/C(=C/S(=O)(=O)c1ccc(C)c(C)c1)NCC2,?
COC(=O)c1cc2c(c3c4cc(C)ccc4n(S(=O)(=O)c4ccc(OC)cc4)c13)C(=O)N(Cc1ccccc1OC)C2,-15%
COc1cc(CN(CC2CCCO2)C(=O)COc2ccc(Cl)cc2Cl)cc(OC)c1OC (stereo not drawn),38%[activator]
O=S(=O)(NCc1ccccc1Cn1cccn1)c1ccc(F)cc1F,8%
Cc1[nH]cnc1-c1nccn1-c1ccc(NC(=O)CN2CCOCC2)cc1,62%[activator]
Cc1nsc(N)c1C(=O)N(C)CCOc1ccccc1Cl,?
CC1=NS(=O)(=O)N(CCCN2C(=O)c3ccccc3C2=O)C=C1C(=O)O,35%
CCSc1nc2c(c(=O)n(C)c(=O)n2C)n1Cc1ccccc1Cl,?
N#Cc1ccc(O[C@@H]2CCOC[C@H]2NC(=O)CN2CCOC2=O)cc1,56%[activator]
O=C1CCCCC(CNC(=O)c2n[nH]c(=O)c3ccccc23)N1 (stereo not drawn),8%
O=C(NCc1ccccc1Cn1cccn1)c1cn[nH]c1-c1ccccc1,-1%
